N370S GC: qHTS Assay for Inhibitors and Activators of N370S glucocerebrosidase as a Potential Chaperone Treatment of Gaucher Disease; Potency, µM (doses to about 59.4 µM), for inactives: top-dose activity change, negative = inhibition, hits mostly inhibitors; N370S GC spleen homogenate, 4MU-glucoside fluorescence; 330,000 tested, 0.092% active;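 note: 0% = full enzyme activity and -100% = no enzyme basal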
TDP1 block: qHTS Assay for Inhibitors of Tyrosyl-DNA Phosphodiesterase (TDP1). 350,000 tested, 0.28% active. recombinant TDP1, AlphaScreen DNA substrate cleavage. AID 485290, 2010. Potency, µM (top dose mostly 130 µM), for the others: at the top dose activity change, negative = inhibition, most hits filed as inhibitors; note: nearly all actives have a fitted effect of over 40% in size
Target sequence (Q9NUW8 whole entry, looked up): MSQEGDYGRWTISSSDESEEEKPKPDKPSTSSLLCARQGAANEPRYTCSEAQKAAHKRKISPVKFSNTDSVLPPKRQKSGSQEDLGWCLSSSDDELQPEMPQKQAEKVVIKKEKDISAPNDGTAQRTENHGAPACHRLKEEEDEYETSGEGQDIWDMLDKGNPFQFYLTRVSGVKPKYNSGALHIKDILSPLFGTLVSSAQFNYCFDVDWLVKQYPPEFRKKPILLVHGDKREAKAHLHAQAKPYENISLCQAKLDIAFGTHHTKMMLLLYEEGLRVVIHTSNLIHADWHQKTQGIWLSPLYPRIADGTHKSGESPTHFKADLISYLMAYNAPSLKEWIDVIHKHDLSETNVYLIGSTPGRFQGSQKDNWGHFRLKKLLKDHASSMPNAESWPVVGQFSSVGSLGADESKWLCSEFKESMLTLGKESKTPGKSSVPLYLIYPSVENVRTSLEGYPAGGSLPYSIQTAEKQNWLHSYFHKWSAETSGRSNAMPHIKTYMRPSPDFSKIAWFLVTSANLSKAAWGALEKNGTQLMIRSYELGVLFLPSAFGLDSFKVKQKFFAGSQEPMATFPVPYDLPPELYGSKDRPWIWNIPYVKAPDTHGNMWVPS
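Steps: enzyme plus compound, 15 min RT; add biotin/phosphotyrosine-FITC oligonucleotide (15 nM final), react 5 min; add donor/acceptor beads (10 ug/ml final), 10 min; read AlphaScreen. Tdp1 at 1 nM final.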
DT40 TDP1 no CPT: qHTS for Inhibitors of human tyrosyl-DNA phosphodiesterase 1 (TDP1): qHTS in cells in absence of CPT. DT40 Tdp1-/- hTDP1 cells, no CPT, ATP luminescence, 48 h. Potency, µM (top dose mostly 46.2 µM), without a hit: at the highest dose activity change, negative = growth inhibition, most hits filed as inhibitors. AID 686978, 2013. 420,000 tested, 15% active; note: nearly all actives have a fitted effect of over 55% in size
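A cellular qHTS used chicken DT40 cells lacking endogenous Tdp1 but carrying stably transfected human TDP1. Compounds were applied without camptothecin, and cell growth kinetics were judged by ATP-dependent luminescence after ≥48 hr.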
Numbers without * were called inactive; & = joins results of further samples; [ ] = remark or other dose. Calls come from the whole dose curve; as a rule, active = well fitted curve in the direction sought with a large enough effect; inconclusive = small, poorly fitted or top-dose-only effect, or another doubt; inactive = no such curve, though single readings can be large; an effect the other way counts as inactive or inconclusive. Unless noted, % is set by controls: 0 for no effect and ±100 for the full control effect; potency is the fitted concentration of half-maximal effect. Some of the compounds tested; the hit share may differ from the screen's.

For CCCCCC#CCC#CCC#CCC#CCCCC(=O)O the results were N370S GC -6.9%&5.0%&-9.4%&-16.7%, TDP1 block -3.7% and DT40 TDP1 no CPT -10.9%[4.12 µM].
`COc1ccc(C2/C=C\CN(C(=O)OCC3c4ccccc4-c4ccccc43)CC(=O)N2Cc2cccc(F)c2)cc1` (stereo not drawn) gave N370S GC -8.1%, TDP1 block 0.7%[56.1 µM] and DT40 TDP1 no CPT 23.1µM*.
For COc1ccc(CCNC(=O)Cn2cnc3c2c(=O)n(C)c(=O)n3C)cc1OC the results were N370S GC 5.7%, TDP1 block 1.9% and DT40 TDP1 no CPT -3.1%.
CC(C)(C)CC(C)(C)c1ccc(OCC(=O)Nc2ccc(S(=O)(=O)Nc3ncccn3)cc2)cc1 was read as TDP1 block 4.8%[12.3 µM] and DT40 TDP1 no CPT -12.3%.
`CCOc1ccc(C(=O)CCN2CCCCC2)cc1` gave N370S GC 6.2%, TDP1 block -4.2% and DT40 TDP1 no CPT inconclusive.
Cc1ccc(-c2cc(C(=O)Nc3ccc(SC(F)F)cc3)no2)cc1F was read as TDP1 block 8.6% and DT40 TDP1 no CPT -24.0%.
Screening Cc1nnc(SCC(=O)NC2CCS(=O)(=O)C2)n1-c1ccccc1 (stereo not drawn) returned N370S GC 8.2%, TDP1 block 3.7% and DT40 TDP1 no CPT -0.7%.
`COC(=O)COc1ccc2oc(=O)cc(-c3cc4cccc(OC)c4o3)c2c1` gave N370S GC 3.0%, TDP1 block 44.7µM* and DT40 TDP1 no CPT 1.3%.
Screening c1cnc2nc(CSc3ncn[nH]3)cn2c1 returned N370S GC 3.7%, TDP1 block 2.7% and DT40 TDP1 no CPT -0.9%.
COc1ccc(NC(=O)CN2C(=O)NC3(CC(C)CC(C)(C)C3)C2=O)cc1S(=O)(=O)N1CCCCC1 (stereo not drawn) was read as N370S GC -4.9% and DT40 TDP1 no CPT inconclusive.
`CCCNC(=O)N1CCCC(C(=O)c2cccc(Cl)c2)C1` (stereo not drawn) gave N370S GC 3.5%, TDP1 block 4.9% and DT40 TDP1 no CPT inconclusive.
`Cc1nccn1CCCN1C(=O)CNC1=S` gave N370S GC 17.4%, TDP1 block -3.0% and DT40 TDP1 no CPT -0.5%.
O=C(COc1ncnc2scc(-c3ccccc3)c12)NC1CCCc2ccccc21 (stereo not drawn) was read as N370S GC 10.8%, TDP1 block 1.9% and DT40 TDP1 no CPT -25.0%.
`COc1ccc(OCc2nc(-c3ccc(-n4cccc4)cc3)no2)cc1` gave TDP1 block 7.0% and DT40 TDP1 no CPT -27.0%.
`Cc1nnc(SCC(=O)NC(=O)NCc2ccco2)s1` gave N370S GC 15.1%, TDP1 block -5.1% and DT40 TDP1 no CPT 11.4%.

6 entries picked at random from the list so far:
For COc1ccc(CCNC(=O)Cn2cnc3c2c(=O)n(C)c(=O)n3C)cc1OC the results were N370S GC 5.7%, TDP1 block 1.9% and DT40 TDP1 no CPT -3.1%.
`Cc1nnc(SCC(=O)NC(=O)NCc2ccco2)s1` gave N370S GC 15.1%, TDP1 block -5.1% and DT40 TDP1 no CPT 11.4%.
O=C(COc1ncnc2scc(-c3ccccc3)c12)NC1CCCc2ccccc21 (stereo not drawn) was read as N370S GC 10.8%, TDP1 block 1.9% and DT40 TDP1 no CPT -25.0%.
Cc1ccc(-c2cc(C(=O)Nc3ccc(SC(F)F)cc3)no2)cc1F was read as TDP1 block 8.6% and DT40 TDP1 no CPT -24.0%.
CC(C)(C)CC(C)(C)c1ccc(OCC(=O)Nc2ccc(S(=O)(=O)Nc3ncccn3)cc2)cc1 was read as TDP1 block 4.8%[12.3 µM] and DT40 TDP1 no CPT -12.3%.
`CCCNC(=O)N1CCCC(C(=O)c2cccc(Cl)c2)C1` (stereo not drawn) gave N370S GC 3.5%, TDP1 block 4.9% and DT40 TDP1 no CPT inconclusive.

(continued)
For O=S(=O)(Nc1cc(S(=O)(=O)N2CCOCC2)ccc1N1CCCC1)c1cccs1 the results were N370S GC 3.3%, TDP1 block 2.7% and DT40 TDP1 no CPT -19.9%.
`Cc1cccc(C(=O)Nc2ccc(OCc3cc(=O)n4c5c(sc4n3)CCCC5)cc2)c1` gave TDP1 block 3.8% and DT40 TDP1 no CPT 14.8%.
COc1cc(Cl)ccc1OCc1cc(C(=O)NC2CCc3ccccc32)no1 (stereo not drawn) was read as N370S GC -9.7%, TDP1 block 5.6% and DT40 TDP1 no CPT -17.4%.
For N#C/C(=C\c1ccco1)c1nc2ccccc2s1 the results were N370S GC -2.9%, TDP1 block 2.7% and DT40 TDP1 no CPT -27.0%.
`CCC(=O)Nc1ccc(N2CCN(Cc3ccccc3F)CC2)cc1` gave N370S GC -5.1%, TDP1 block 4.9% and DT40 TDP1 no CPT 10.7%.
Screening COc1cccc(C(=O)NC(=S)Nn2cnnc2)c1OC returned N370S GC -5.9%, TDP1 block -0.6% and DT40 TDP1 no CPT -3.3%.
`Cc1cc(NC(=O)CSCC(=O)OCC(=O)c2cccc(Br)c2)no1` gave TDP1 block 1.0% and DT40 TDP1 no CPT 9.9%.
For CN1C(=O)c2ccc(C(=O)NC3CCCCC3)cc2C1=O the results were N370S GC 6.7%, TDP1 block 5.5% and DT40 TDP1 no CPT 15.0%.
Screening c1cc(-c2cn(C[C@H]3CC[C@@H]([C@@H]4CC[C@H](Cn5cc(-c6ccsc6)nn5)O4)O3)nn2)cs1 returned N370S GC -7.6% and DT40 TDP1 no CPT inconclusive.
`C[C@H]1CC[C@H](C(=O)O)N[C@@H]1c1ccc(C#Cc2ccccc2)cc1` gave N370S GC 5.5%[12.8 µM] and TDP1 block 3.7%[21 µM].
CNc1nc(-c2c[nH]c3ccccc23)cs1 was read as N370S GC -20.5%, TDP1 block 10.5% and DT40 TDP1 no CPT inconclusive.
COc1ccccc1NS(=O)(=O)c1ccc2oc(SCc3ccc(C#N)cc3)nc2c1 was read as N370S GC 0.3%, TDP1 block 2.7% and DT40 TDP1 no CPT 18.4µM*.
For COc1ccccc1CC(=O)Nc1ccc(S(=O)(=O)N2CCCCC2)cc1 the results were N370S GC -1.5%, TDP1 block 11.7%[0.0935 µM] and DT40 TDP1 no CPT inconclusive.
`CCOc1ncccc1C(=O)Nc1nc(C(C)(C)C)cs1` gave N370S GC 9.1%, TDP1 block 0.0% and DT40 TDP1 no CPT inconclusive.
Screening Cc1ccc(N(CCC(=O)O)S(=O)(=O)c2cccc(C(F)(F)F)c2)cc1 returned N370S GC 8.2%, TDP1 block 6.1% and DT40 TDP1 no CPT 0.6%.
For Cn1c(=O)c2c(=O)cc(NNC(=O)C(C)(C)C)[nH]c2n(C)c1=O the results were N370S GC -1.8%, TDP1 block 2.2% and DT40 TDP1 no CPT -12.6%.
Screening C=CCn1c(N)cc(=O)nc1SC(C)C(=O)Nc1cccc2ccccc12 (stereo not drawn) returned N370S GC 5.8%, TDP1 block 0.0% and DT40 TDP1 no CPT 3.3%.
COc1cccc(-c2nc(-c3ccc(NC(=O)c4cccs4)cc3)no2)c1 was read as N370S GC -0.6%, TDP1 block -7.9% and DT40 TDP1 no CPT inconclusive.
For Cc1ccc(NC(=O)CCN2C(=O)NC3(CCCC3)C2=O)c(C)c1 the results were TDP1 block -0.3%[56.1 µM] and DT40 TDP1 no CPT 3.26µM*.
For Cc1ccc(OCCOCCNC(C)(C)C)c([N+](=O)[O-])c1 the results were N370S GC -0.8%, TDP1 block -5.3% and DT40 TDP1 no CPT -13.9%.
CCOC(=O)C(Cc1ccc(N)cc1)N1C(=O)c2ccccc2C1=O (stereo not drawn) was read as N370S GC -2.9% and DT40 TDP1 no CPT inconclusive.
`O=C(CCc1nnc(COc2ccccc2)o1)NC1(c2ccccc2)CC1` gave N370S GC 1.9%, TDP1 block 1.2% and DT40 TDP1 no CPT 0.9%.
For O=C(c1cccs1)N1CCN(Cc2cn[nH]c2-c2ccc(F)cc2F)CC1 the results were N370S GC -2.7% and DT40 TDP1 no CPT 2.3%.
Screening CC(NC(=O)CNC(=O)c1ccccc1Br)c1cccs1 (stereo not drawn) returned N370S GC 7.6%, TDP1 block -0.5% and DT40 TDP1 no CPT 0.3%.
Screening CC1CCCCN1S(=O)(=O)c1ccc(NC(=O)c2cccs2)cc1 (stereo not drawn) returned N370S GC 1.4%, TDP1 block -2.3% and DT40 TDP1 no CPT inconclusive.
Screening O=C(CN1C(=O)NC2(CCCC2)C1=O)Nc1ccc(S(=O)(=O)N2CCOCC2)cc1 returned N370S GC 10.6%, TDP1 block 3.6% and DT40 TDP1 no CPT 3.5%.
NC(N)=N/N=C/c1ccc(OCc2ccc(Cl)cc2)cc1 was read as N370S GC -15.7%, TDP1 block 7.3% and DT40 TDP1 no CPT inconclusive.
`COc1ccc(C(C)=O)cc1CSC(=N)N` gave N370S GC 2.1%, TDP1 block -1.2% and DT40 TDP1 no CPT -25.7%.
`O=C(N/N=C/c1c(O)n(Cc2ccccc2)c(=O)c2ccccc12)c1cccnc1` gave N370S GC -17.4%, TDP1 block 13.3% and DT40 TDP1 no CPT 9.2µM*.
`CCCCNC(=O)CCc1c(C)nc2c(c(C)nn2-c2ccccc2)c1C` gave N370S GC -4.5%, TDP1 block -5.1% and DT40 TDP1 no CPT 18.4µM*.
For Cn1c(SCC(=O)c2ccccc2)nnc1-c1ccncc1 the results were N370S GC -2.0%, TDP1 block -2.9% and DT40 TDP1 no CPT -5.0%.
CCOC(=O)N1CCN(S(=O)(=O)c2cccc3cccnc23)CC1 was read as N370S GC -0.2%, TDP1 block 4.0% and DT40 TDP1 no CPT 8.0%.
Screening CC1CCCCC12NC(=O)N(CC(=O)NCc1ccc3c(c1)OCO3)C2=O (stereo not drawn) returned N370S GC -3.6%, TDP1 block 0.0% and DT40 TDP1 no CPT 20.7%.
For O=C(COc1ccccc1[N+](=O)[O-])N/N=C/c1ccc[nH]1 the results were N370S GC 22.1% and DT40 TDP1 no CPT -15.9%.
CCOC(=O)C1CCN(C(=O)CCc2c(C)nc3ncnn3c2C)CC1 was read as N370S GC 1.7%, TDP1 block 6.6% and DT40 TDP1 no CPT -7.9%.
For CC(C)Sc1nc2c(c(=O)n(C)c(=O)n2C)n1C the results were N370S GC 6.2%, TDP1 block 2.9% and DT40 TDP1 no CPT -3.1%.
Screening CCOc1ccc(Nc2nc(N3CCCC3)nc(N3CCN(c4ccc(OC)cc4)CC3)n2)cc1 returned N370S GC -4.3%, TDP1 block 6.1% and DT40 TDP1 no CPT 16.4µM*.
`CC(C)C(c1nnnn1Cc1ccco1)N1CCN(c2nc3ccccc3s2)CC1` (stereo not drawn) gave N370S GC -3.6%, TDP1 block 7.8% and DT40 TDP1 no CPT inconclusive.
Screening Cc1ccc2c(c1)c1ncn(CCC3=CCCCC3)c(=O)c1n2C returned N370S GC 27.2%, TDP1 block 1.0% and DT40 TDP1 no CPT inconclusive.
For Cc1ccc(NC(=O)c2cnc(N3CCCCC3)c3ccccc23)c(C)c1 the results were TDP1 block 5.5% and DT40 TDP1 no CPT -22.5%.
For COc1cc(OC)cc(C(=O)NCC(=O)OCC(=O)Nc2ncc(Cl)cc2Cl)c1 the results were N370S GC -6.8%, TDP1 block 2.6% and DT40 TDP1 no CPT 3.8%.
`CC(C)N1C(=O)CCC1C(=O)NCc1ccc(F)cc1Cl` (stereo not drawn) gave N370S GC -2.0% and DT40 TDP1 no CPT 11.2%.
For CCc1nc2sc3c(Cl)ncnc3c2c2c1CCCC2 the results were N370S GC 0.7%, TDP1 block -7.0% and DT40 TDP1 no CPT 16.2%.
For COc1ccc2c(c1)c(=O)c(C(=O)c1ccccc1)cn2CC(=O)Nc1ccc2c(c1)OCCO2 the results were TDP1 block 9.0% and DT40 TDP1 no CPT inconclusive.
COc1ccc(/C=C(/NC(=O)/C=C/c2ccccc2)C(=O)N2CCOCC2)cc1 was read as N370S GC -19.2%, TDP1 block -2.6% and DT40 TDP1 no CPT -15.0%.
For COc1ccc(N2CCN(C(=O)c3cc4c(=O)n(Cc5cccs5)ccc4nc3C)CC2)cc1 the results were TDP1 block 8.4% and DT40 TDP1 no CPT 25.9µM*.
Clc1ccccc1-c1nnc(SCc2nc(-c3ccccc3)no2)n1-c1ccccc1 was read as TDP1 block 5.8% and DT40 TDP1 no CPT 7.31µM*.
Screening CCCCn1c(N)c(N(CC(C)C)C(=O)CCNC(=O)c2ccc(Br)cc2)c(=O)[nH]c1=O returned N370S GC -1.0%, TDP1 block 1.8% and DT40 TDP1 no CPT -14.0%.
Screening N#C/C(=C/c1ccco1)C(N)=S returned N370S GC 1.8% and DT40 TDP1 no CPT -57.3%.
`CN1CCn2c1nc(N1CCOCC1)nc2=O` gave N370S GC -7.2%, TDP1 block 7.6% and DT40 TDP1 no CPT -5.4%.
Screening O=C(CNCc1ccc(F)cc1)Nc1ccc(S(=O)(=O)N2CCOCC2)cc1 returned N370S GC -1.2%, TDP1 block 4.1% and DT40 TDP1 no CPT -0.8%.
COc1ccc(-c2nc(-c3ccccc3)c(-c3ccccc3)[nH]2)cc1Br was read as TDP1 block 2.1% and DT40 TDP1 no CPT 13µM*.

Compound activity from PubChem BioAssay.
